High-throughput results: PubChem BioAssay, National Center for Advancing Translational Sciences (NCATS)
LDHA block = inhibitors of human lactate dehydrogenase A; purified LDHA, NADH/diaphorase-resazurin fluorescence; active compounds read low; activity change, % (values are at about 110 or 230 µM); hit rate 0.15% among 480,000; in the data active = activity change below about -30%; inconclusive = mostly about -25% to -30%;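 note: plate controls were DMSO wells for no effect and wells without enzyme for full effect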
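Human LDH5 at 2 nM final in Tris HCl pH 7.4 with 0.06 mM NADH and 0.2 mM pyruvate, reacted 5 minutes at room temperature. Remaining NADH coupled via diaphorase/resazurin; resorufin fluorescence read at 0 and 20 minutes, normalized to enzyme-free and DMSO wells.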
GRP78 ERSR act = induces the endoplasmic reticulum stress response in human glioma cells; hit rate 0.02% among 420,000; Potency, µM, inactives show top-dose activation, hits mostly activators; U87-MG GRP78 promoter luciferase reporter, 16 h; note: potency is the fitted concentration of half-maximal effect; series mostly up to about 76 µM; % of control where 0% means no effect; nearly all actives have a fitted effect of over 35% in size
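ERSR induction read as luciferase luminescence (Bright-Glo, 10 min at room temperature) in stably transfected human U87-MG glioma cells exposed to compounds for 16 h, using GRP78 as sensor.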
TrxR1 inh = blocks rat thioredoxin reductase 1 | O89049 | recombinant rTrxR1, NADPH fluorescence consumption, selenite substrate | Potency, µM (titrated, usually from 114 µM), for the others: at the top dose activity change, negative = inhibition, actives largely listed as inhibitors | hit rate 1% among 390,000 | AID 588453; note: potency is the fitted concentration of half-maximal effect; % is set by controls: 0 for no effect and ±100 for the full control effect; nearly all actives have a fitted effect of over 65% in size
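Rat TrxR1 (90 nM in the dispensed reagent) was pre-reduced with 400 uM NADPH for 5 min at room temperature, then incubated with compound for 15 min. After 400 uM selenite was added, NADPH fluorescence (Ex 340/Em 450 nm) was followed for 8 min.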
Vif-APOBEC3G blk = blocks the Vif interaction with human APOBEC3G; Q9HC16; Potency, µM (top dose mostly 46.1 µM), for the others: top-dose activity, negative = active, most hits filed as inhibitors; hit rate 0.076% among 410,000; HeLa A3G-eYFP + Vif (tagged APOBEC3G with the HIV-1 protein that degrades it), YFP fluorescence, overnight; AID 602310;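 note: potency is the fitted concentration of half-maximal effect; % is set by controls: 0 for no effect and ±100 for the full control effect; nearly all actives have a fitted effect of over 60% in size; hits raise eYFP signal because A3G escapes Vif-driven loss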
Target sequence (Q9HC16 whole entry, looked up): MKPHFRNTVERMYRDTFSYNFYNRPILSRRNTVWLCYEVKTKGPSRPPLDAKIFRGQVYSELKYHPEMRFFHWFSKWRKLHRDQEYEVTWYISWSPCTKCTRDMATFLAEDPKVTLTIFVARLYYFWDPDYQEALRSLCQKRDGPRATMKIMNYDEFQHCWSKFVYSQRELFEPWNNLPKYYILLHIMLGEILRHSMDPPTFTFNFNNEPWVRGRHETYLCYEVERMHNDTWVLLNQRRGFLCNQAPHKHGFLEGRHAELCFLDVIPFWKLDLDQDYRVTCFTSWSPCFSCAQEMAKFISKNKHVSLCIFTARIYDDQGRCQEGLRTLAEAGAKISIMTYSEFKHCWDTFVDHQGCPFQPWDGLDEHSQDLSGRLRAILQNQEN
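HeLa cells stably expressing Vif and C-terminally eYFP-tagged A3G, seeded overnight at 37 deg C, then exposed to compound by pintool overnight at 37 deg C. Rise in yellow fluorescence (Ex 488/Em 500-530, Acumen) marks blocked Vif-driven A3G degradation.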
TrxR1 substrate = is turned over as a substrate by rat TrxR1 | O89049 | Potency, µM (series often up to 114 µM), inactives show at the highest dose activity change, negative = substrate turnover | purified TrxR1 substrate turnover, NADPH consumption readout | AID 588456 | hit rate 0.01% among 390,000; note: potency is the fitted concentration of half-maximal effect; % is set by controls: 0 for no effect and ±100 for the full control effect; nearly all actives have a fitted effect of over 50% in size
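Rat TrxR1, dispensed at 90 nM, was prereduced with 400 uM NADPH (final) for 5 min at ~22 deg C, then incubated with compound 15 min before 400 uM selenite. A first-read NADPH fluorescence drop versus no-compound background flagged substrates.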
USP1-UAF1 inh = blocks the human USP1/UAF1 deubiquitinase complex. Potency, µM (series often up to 57.1 µM), for the others: at the highest dose activity change, negative = inhibition, hits mostly inhibitors. hit rate 0.23% among 390,000. O94782. recombinant USP1/UAF1, Ub-Rhodamine cleavage fluorescence. AID 743255; note: potency is the fitted concentration of half-maximal effect; % is set by controls: 0 for no effect and ±100 for the full control effect; nearly all actives have a fitted effect of over 60% in size; inactives centre near -12
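In this screen, compounds sit with the deubiquitinase complex (1nM) for 15 min at room temperature before Ub-Rho is added at 150nM final. Fluorescence rise is then followed for 6 reads every 60 seconds.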
mIDH1 inhibitor = inhibitors of human mutant IDH1 R132H; Potency, µM (series often up to 76.6 µM), inactives show at the top dose activity change, negative = inhibition, hits mostly inhibitors; AID 602179; O75874; IDH1-R132H enzyme, NADPH consumption, diaphorase/resazurin fluorescence; hit rate 0.093% among 390,000; note: potency is the fitted concentration of half-maximal effect; % is set by controls: 0 for no effect and ±100 for the full control effect; nearly all actives have a fitted effect of over 65% in size
Target sequence (O75874 whole entry R132H, stated change not applied): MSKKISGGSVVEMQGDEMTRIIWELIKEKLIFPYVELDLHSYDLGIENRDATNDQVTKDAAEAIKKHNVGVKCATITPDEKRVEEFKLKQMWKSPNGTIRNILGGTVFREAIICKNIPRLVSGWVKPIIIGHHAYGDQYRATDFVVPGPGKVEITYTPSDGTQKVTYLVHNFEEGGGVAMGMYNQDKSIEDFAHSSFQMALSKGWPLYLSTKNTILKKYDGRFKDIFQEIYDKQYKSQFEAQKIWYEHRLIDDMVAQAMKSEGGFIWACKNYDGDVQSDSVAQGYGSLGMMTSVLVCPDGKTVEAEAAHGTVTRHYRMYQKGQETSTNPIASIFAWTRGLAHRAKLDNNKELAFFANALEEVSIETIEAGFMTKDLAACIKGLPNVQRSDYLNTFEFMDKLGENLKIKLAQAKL
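IDH1-R132H (0.5 ug/mL) preincubated 30 min with compound, then NADPH (0.016 mM) and alpha-KG (2 mM) added; 80 min at RT, pH 7.5. Remaining NADPH coupled via diaphorase/resazurin to fluorescence (540/590 nm); concentration-response curves normalized to no-enzyme control.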
Vif-APOBEC3F blk = blocks the Vif interaction with APOBEC3F. hit rate 0.2% among 390,000. HeLa A3F-eYFP + Vif (tagged APOBEC3F with the HIV-1 protein that degrades it), YFP fluorescence increase. Potency, µM (series often up to 46.1 µM), for the others: at the top dose activity, negative = active; note: potency is the fitted concentration of half-maximal effect; % of control where 0% means no effect; nearly all actives have a fitted effect of over 65% in size
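HeLa cells stably expressing A3F-eYFP plus Vif, plated and incubated overnight at 37 deg C, then exposed to compounds overnight at 37 deg C. Blocked degradation read as raised yellow fluorescence (Ex 488/Em 500-530).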
RGS4 inhibitor = inhibitors of human regulator of G protein signaling 4; Potency, µM (titrated, usually from 114 µM), for inactives: top-dose activity change, negative = inhibition, usual class: inhibitors; AID 504845; Transcreener GDP fluorescence polarization, RGS4-accelerated GTP hydrolysis; P49798; hit rate 0.039% among 390,000; note: potency is the fitted concentration of half-maximal effect; % is set by controls: 0 for no effect and ±100 for the full control effect; nearly all actives have a fitted effect of over 75% in size; some results filed as inactive show a strong effect at the top dose
Target sequence (P49798 whole entry, looked up): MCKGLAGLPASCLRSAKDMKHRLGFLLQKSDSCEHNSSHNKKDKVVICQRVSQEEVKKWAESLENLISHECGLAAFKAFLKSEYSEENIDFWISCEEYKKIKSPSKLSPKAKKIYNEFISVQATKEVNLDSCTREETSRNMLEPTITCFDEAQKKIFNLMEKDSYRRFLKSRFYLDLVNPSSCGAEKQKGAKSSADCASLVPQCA
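MLSMR compounds (23 nl, pin-transferred) preincubated 10 min at room temperature with a 500nM (2x) first reagent, then RGS4 at 900nM (2x) plus Transcreener GDP mix added; fluorescence polarization (620/688 nm) read before and after 90 min at 30 °C.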
* = called active by the depositor; u = inconclusive; & = joins results of further samples; [ ] = another dose, or the depositor's remark. Unless noted, calls come from the whole dose curve; as a rule, active = well fitted curve in the direction sought with a large enough effect; inconclusive = small, poorly fitted or top-dose-only effect, or another doubt; inactive = no such curve, though single readings can be large; an effect the other way counts as inactive or inconclusive. An excerpt (hit frequency here may not be typical).

SMILES	LDHA block	GRP78 ERSR act	TrxR1 inh	Vif-APOBEC3G blk	TrxR1 substrate	USP1-UAF1 inh	mIDH1 inhibitor	Vif-APOBEC3F blk	RGS4 inhibitor
CNC(=S)N(Cc1ccccc1)Cc1cccnc1	-13	-4%	-10%[57.1 µM]	4%	0%[57.1 µM]	-4%	1%	6%	19%
COc1ccc(Oc2c(-c3ccc(O)cc3O)n[nH]c2C)cc1	5	-2%	0%[57.1 µM]	-10%	4%[57.1 µM]	-20%	-5%	-2%	-25%
COc1cccc(/C=N/n2c(N)nc3ccccc32)c1OC	-10	6%	4%	-1%	14%	-14%	-3%	-6%	5%
CCOC(=O)c1ccccc1NC1c2ccccc2C(=O)N1c1ccc(C)cn1 (stereo not drawn)	-4	0%	43%[activator][57.1 µM]	-2%	28%[57.1 µM]	-10%	1%	-4%	-24%
CCN1C(=NCc2ccc(OC)cc2)N[C@@H](c2ccccc2)C(C(=O)OC)=C1C	-17	-6%	-10%	2%	7%[57.1 µM]	u	4%	-4%	-25%
O=C(/C=C/c1ccco1)N1CCc2ccccc21	2	-11%	56µM*	u	-12%	-23%	6%	11µM*	-53%
N#Cc1ccccc1NC(=O)c1ccc2c(c1)OCO2	-2	1%	12%	5%	5%	-28%	10%	3%	-8%
O=C(CNS(=O)(=O)c1ccc(Br)s1)NCC1COc2ccccc2O1 (stereo not drawn)	-1	-4%	13%	4%	1%	-11%	8%	-4%	8%
O=C(O)c1cc(-c2ccccc2)nn1Cc1ccccc1	-9	-1%	17%	-3%	2%	-13%	4%	1%	24%
Cc1ccc(/C=N/NC(=O)C2=NNC(c3ccccc3)(c3ccccc3)C2)c(O)c1	-1	-3%	15%[57.1 µM]	-16%	4%[57.1 µM]	-9%	1%	1%	-9%
O=C(NCc1ccc2c(c1)OCO2)Nc1ccc2nsnc2c1	-2	2%	4%[57.1 µM]	-5%	5%[57.1 µM]	-10%	-4%	-14%	-7%
Cc1cccc(NC(=O)Cc2ccc(NC3=NC4CS(=O)(=O)CC4S3)cc2)c1 (stereo not drawn)	1	-3%	10%[57.1 µM]	-3%	2%[57.1 µM]	-18%	-8%	-1%	-5%
Cc1cc(C)n(-c2ccc(C(=O)OCC(=O)N(CC(C)C)C3CCS(=O)(=O)C3)cc2)n1 (stereo not drawn)	-8	-6%	22%	-1%	10%	-15%	1%	1%	-6%
CCCc1nc(N)sc1C(=O)OCC	-3	-1%	11%[57.1 µM]	-1%	6%[57.1 µM]	-3%	3%	0%	0%
COc1cc(OC)nc(/N=C/NO)n1	-7	-5%	-8%[57.1 µM]	-2%	-9%[57.1 µM]	7%	0%	6%	5%
Cc1cccc2c1-c1sc(C(=O)Nc3cccnc3)cc1CO2	-4	u	3%	0%	39%[activator]	-29%	-11%	-17%	-28%
COc1ccc(CCN2CC(C(=O)NCc3ccc(F)cc3)CC2=O)cc1OC (stereo not drawn)	-1	-4%	2%	5%	-2%	0%	-11%	-9%	-11%
Cn1cc(SCC(=O)NCCc2ccccc2)c2ccccc21	-11	-4%	3%[57.1 µM]	0%	-4%	-7%	2%	-1%	7%
COc1ccccc1C1CC(=O)Oc2cc(O)ccc21 (stereo not drawn)	7	-1%&-1%	0%	1%	-3%	-28%	16%	0%	-10%
COC(=O)CCC(C)C1CCC2C3CCC4CC(O)CCC4(C)C3CC(O)C12C (stereo not drawn)	4	-2%	1%	-12%	-12%	-11%	-1%	0%	3%
CC(C)CNC1=CC(=O)CC(c2ccco2)C1 (stereo not drawn)	10	-6%	-20%	0%	-9%	-8%	3%	-12%	0%
CCOc1cccc(C2c3c(-c4cc(C)ccc4O)n[nH]c3C(=O)N2Cc2ccco2)c1 (stereo not drawn)	10	-9%	9%	-19%	-11%	-26%	32µM*	5%	-23%
Cc1nn(CC(=O)Nc2ccc3c(c2)CCC3)c(C)c1[N+](=O)[O-]	2	0%	2%	-1%	-5%	-9%	3%	1%	-24%
O=C(NNc1c2ccccc2nc2ccccc12)C12CC3CC(CC(C3)C1)C2	2	-6%	23%[11.4 µM]	0%	11%[57.1 µM]	-18%	3%	-8%	-17%
COc1ccc(CNC(=O)c2ccc(S(=O)(=O)NCc3ccco3)cc2)cc1	-4	3%	17%	1%	7%	-19%	4%	0%	-1%
COc1ccc(N=c2oc3cc(O)ccc3cc2C(=O)NCC2CCCO2)cc1 (stereo not drawn)	-2	-3%	11%[57.1 µM]	-1%	34%[activator][57.1 µM]	-14%	-1%	1%	-8%
CCOC(=O)COc1ccccc1/C=N/O	-4	-2%	-5%	-1%	-2%	-11%	7%	4%	-26%
CCOC(=O)N1CCC(=NNC(=O)Cn2ccc(C(F)(F)F)n2)CC1	-9	-3%	12%[57.1 µM]	-3%	10%[57.1 µM]	-5%	17%	-7%	4%
CC1(C)N=C(/C=N/O)CN1O	-3	-5%	7%[57.1 µM]	-1%	11%[57.1 µM]	-9%	0%	-3%	12%
COc1ccc(NC(=O)CN(C)S(=O)(=O)c2cccc3nsnc23)cc1OC	-4	-3%	-15%	0%	-16%	-1%	6%	6%	10%
COc1ccc(NC(=O)CC(C)C)c([N+](=O)[O-])c1	6	2%	15%[57.1 µM]	-4%	-19%[57.1 µM]	-8%	5%	-11%	-9%
O=C(NC(C(=O)N/N=C/c1cccc2ccccc12)c1n[nH]c(=O)c2ccccc12)c1ccccc1 (stereo not drawn)	0	7%	19%[57.1 µM]	-20%	17%	-25%	7%	-4%	-14%
CCC1Sc2ccc(S(=O)(=O)CCC(=O)Nc3ccc(NC(C)=O)cc3)cc2NC1=O (stereo not drawn)	-10	-3%	-32%	1%	-1%	-12%	0%	-8%	2%
O=C(NC1CCCCC1)c1cc([N+](=O)[O-])ccc1N1CCCC1	-2	1%	13%	0%	-9%	-23%	0%	1%	-12%
COc1ccc(Cl)cc1N1C(=O)C2CCCN2C1c1sccc1C (stereo not drawn)	-8	-3%	-2%	1%	0%	-6%	9%	0%	-18%[56.9 µM]
O=C(O)c1ccc(-n2c(-c3cc(-c4ccco4)[nH]n3)n[nH]c2=S)cc1	3	-2%	-31%[57.1 µM]	4%	13%[57.1 µM]	-10%	0%	0%	-41%
O=C(C1=NN(c2ccccc2)C2C(=O)N(c3cccc(Cl)c3)C(=O)C12)c1ccccc1 (stereo not drawn)	-3	-4%	17%[57.1 µM]	-9%	-6%	u	4%	u	10%
O=C(NNc1ccc([N+](=O)[O-])cc1)C1CC1c1ccccc1 (stereo not drawn)	-5	0%	5%[11.4 µM]	1%	5%[57.1 µM]	-25%	-3%	-27%	-15%
COCCN1CCc2[nH]c(=S)[nH]c(=O)c2C1	7	4%	u	1%	-10%	-11%	5%	0%	-53%
Cc1ccc(Cl)cc1N(CC(=O)NC(C)c1ccccc1)S(C)(=O)=O (stereo not drawn)	-4	0%	4%	-13%	-2%	-12%	-4%	u	-19%[56.9 µM]
CCNC(=S)N1CCN(c2ccccn2)CC1	1	4%	10%	1%	6%	-5%	2%	-2%	26%
COc1cc(C=NNC(=O)c2ccccc2NS(=O)(=O)c2cccs2)cc(OC)c1O	10	3%	-18%	0%	-11%	-24%	0%	-4%	7%
CCCCc1ccc(NC(=O)COc2cccc3c(=O)n(C)ccc23)cc1	-4	-7%	14%[57.1 µM]	4%	5%[57.1 µM]	-22%	11%	-3%	-34%
Nc1nc(SCc2ccccc2Cl)[nH]c(=O)c1-c1ccccc1	-9	1%	19%[57.1 µM]	1%	0%	-8%	8%	7%	0%
CCN1C(=O)C(CC(=O)Nc2cccc(C(C)=O)c2)S/C1=N\c1ccccn1 (stereo not drawn)	-1	-2%	19%	-1%	3%	-1%	-7%	-1%	4%
CCCCOc1cccc(C(=O)N2CCN(CCc3ccncc3)CC2)c1	-2	2%	u	-4%	2%	3%	-8%	2%	8%
CCCc1nnc(SCC(=O)Nc2cccc(Cl)c2Cl)o1	-3	-1%	14%[57.1 µM]	0%	-4%	-18%	6%	12%	-17%
CN(C)c1nc(-c2ccc([N+](=O)[O-])cc2)cs1	-1	2%	7%[57.1 µM]	1%	-7%[57.1 µM]	-16%	14%	1%	-23%
COc1ccc(OC)c(-n2c(=O)[nH]c3cc(C(=O)NCCc4ccc(OC)c(OC)c4)ccc3c2=O)c1	-1	-2%	15%	-4%	-1%	-9%	24%	-4%	-11%

Three entries from above, ordered by heavy-atom count, descending.
SMILES	LDHA block	GRP78 ERSR act	TrxR1 inh	Vif-APOBEC3G blk	TrxR1 substrate	USP1-UAF1 inh	mIDH1 inhibitor	Vif-APOBEC3F blk	RGS4 inhibitor
COc1ccc(OC)c(-n2c(=O)[nH]c3cc(C(=O)NCCc4ccc(OC)c(OC)c4)ccc3c2=O)c1	-1	-2%	15%	-4%	-1%	-9%	24%	-4%	-11%
COc1cc(C=NNC(=O)c2ccccc2NS(=O)(=O)c2cccs2)cc(OC)c1O	10	3%	-18%	0%	-11%	-24%	0%	-4%	7%
O=C(NNc1ccc([N+](=O)[O-])cc1)C1CC1c1ccccc1 (stereo not drawn)	-5	0%	5%[11.4 µM]	1%	5%[57.1 µM]	-25%	-3%	-27%	-15%
